# Bioassay records (PubChem)
# GSTO1 counter: inhibitors of recombinant GSTO1, primary screen, counter-screen for RBBP9 inhibitor project, biochemical, fluorescence polarization | AID 1974, 2009 | inhibition, % at 5.96 µM | 1.1% of 300,000 active | activity-based probe fluorescence polarization | Glutathione S-transferase omega-1 (Homo sapiens), P78417;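 active = inhibition above the campaign mean inhibition plus 3 SD, cut at about 35% in these data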;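 also: 0% = GSTO1-1 with DMSO and 100% = wells lacking GSTO1-1 enzyme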
# Target sequence (P78417 whole entry, looked up): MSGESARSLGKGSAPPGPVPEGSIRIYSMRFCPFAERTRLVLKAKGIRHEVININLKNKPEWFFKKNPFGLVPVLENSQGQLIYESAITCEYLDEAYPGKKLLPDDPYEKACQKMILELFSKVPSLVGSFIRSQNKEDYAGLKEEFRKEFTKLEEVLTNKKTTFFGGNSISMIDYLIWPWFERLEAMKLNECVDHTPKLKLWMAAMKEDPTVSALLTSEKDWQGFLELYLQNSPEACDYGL
# pPAFAH inh: pPAFAH enzyme inhibitors, primary screen, biochemical, fluorescence polarization, human | inhibition, % at 3.39 µM | AID 463082, 2010 | 1.5% of 330,000 active | recombinant pPAFAH, FP-rhodamine probe fluorescence polarization | Platelet-activating factor acetylhydrolase (Homo sapiens), Q13093;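 active = inhibition above the mean inhibition across the screen plus 3 SD, cut at about 25% in these data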;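 also: inhibitors block binding of the rhodamine activity-based probe so polarization drops; 0% = enzyme with DMSO and 100% = wells lacking pPAFAH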
# Target sequence (Q13093 whole entry, looked up): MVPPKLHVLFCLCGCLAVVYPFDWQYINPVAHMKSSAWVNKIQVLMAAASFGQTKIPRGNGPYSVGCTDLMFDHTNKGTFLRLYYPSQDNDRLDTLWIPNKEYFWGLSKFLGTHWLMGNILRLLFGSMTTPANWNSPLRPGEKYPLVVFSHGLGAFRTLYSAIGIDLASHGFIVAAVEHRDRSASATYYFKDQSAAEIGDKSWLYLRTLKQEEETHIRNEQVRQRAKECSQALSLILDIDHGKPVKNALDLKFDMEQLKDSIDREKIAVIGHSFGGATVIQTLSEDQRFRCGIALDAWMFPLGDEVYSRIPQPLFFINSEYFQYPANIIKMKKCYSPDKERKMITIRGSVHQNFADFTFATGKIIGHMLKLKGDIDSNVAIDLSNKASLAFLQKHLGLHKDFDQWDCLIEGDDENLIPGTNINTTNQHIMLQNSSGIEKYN
# PAD4 inh: human PAD4 inhibitors, primary screen, biochemical, fluorescence polarization, 1536-well format; inhibition, % at 6.36 µM; recombinant PAD4, RCA probe fluorescence polarization; Protein-arginine deiminase type-4 (Homo sapiens), Q9UM07; AID 485272, 2010; 0.41% of 330,000 active;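 active = percent inhibition above a cutoff equal to the mean of all tested compounds plus 3 SD, cut at about 15% in these data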;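 also: 0% = PAD4 with RCA probe and DMSO and 100% = probe without PAD4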
# PAFAH1B3 FP inh: PAFAH1B3 enzyme inhibitors, primary screen, biochemical, fluorescence polarization, human. Platelet-activating factor acetylhydrolase IB subunit alpha1 (Homo sapiens), Q15102. recombinant PAFAH1B3, FP-rhodamine probe. inhibition, % at 3.39 µM. 0.28% of 340,000 active. AID 492972, 2010;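 active = inhibition above the screen-wide average of all tested compounds plus 3 SD, cut at about 25% in these data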;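 also: 0% = enzyme with DMSO only and 100% = wells lacking PAFAH1B3 protein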
# Target sequence (Q15102 whole entry, looked up): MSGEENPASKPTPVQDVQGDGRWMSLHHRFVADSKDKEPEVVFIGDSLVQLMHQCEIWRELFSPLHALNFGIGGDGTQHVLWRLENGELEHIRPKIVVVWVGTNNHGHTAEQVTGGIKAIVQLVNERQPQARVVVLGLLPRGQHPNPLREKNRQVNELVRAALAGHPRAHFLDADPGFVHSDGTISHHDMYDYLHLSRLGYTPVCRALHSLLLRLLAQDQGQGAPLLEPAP
# LYPLA1 inh: LYPLA1 inhibitors, primary screen, counter-screen for PME1 inhibitor project, biochemical, fluorescence polarization, FP-Rh probe ABPP; Acyl-protein thioesterase 1 (Homo sapiens), O75608; recombinant LYPLA1; inhibition, % at 5.9 µM; 0.16% of 320,000 active; AID 2174, 2009;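 active = inhibition above the mean of all tested compounds plus 3 SD, set per campaign, cut at about 14% in these data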;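 also: inhibitors block serine hydrolase probe labeling of LYPLA1 so polarization falls; 0% = enzyme with DMSO and 100% = wells lacking LYPLA1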
# PAFAH1B2 FP inh: PAFAH1B2 enzyme inhibitors, primary screen, biochemical, fluorescence polarization, human. Platelet-activating factor acetylhydrolase IB subunit alpha2 (Homo sapiens), P68402. recombinant PAFAH1B2, FP-rhodamine activity probe. inhibition, % at 3.39 µM. 1.2% of 340,000 active. AID 492953, 2010;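 active = inhibition above the mean of all tested compounds plus 3 SD, cut at about 24% in these data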;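 also: 0% = enzyme with DMSO and 100% = wells lacking PAFAH1B2; many of its hits are not listed in these tables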
# LYPLA2 inh: LYPLA2 inhibitors, primary screen, counter-screen for PME1 inhibitor project, biochemical, fluorescence polarization, FP-Rh probe ABPP. inhibition, % at 5.9 µM. 0.38% of 320,000 active. Acyl-protein thioesterase 2 (Homo sapiens), O95372. recombinant LYPLA2;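 active = inhibition above the screen-wide mean plus 3 SD, limit set per campaign, cut at about 26% in these data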;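 also: 0% = LYPLA2 with DMSO and 100% = wells lacking LYPLA2 enzyme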
# PME-1 inh: PME-1 inhibitors via competitive probe labeling, primary screen, biochemical, fluorescence polarization, FP-Rh probe, HTS | Protein phosphatase methylesterase 1 (Homo sapiens), Q9Y570 | recombinant PME-1 | inhibition, % at 5.9 µM | 0.53% of 320,000 active;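 active = inhibition above the campaign mean of all compounds plus 3 SD, cut at about 26% in these data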;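 also: competitive labeling of PME-1 active site by serine hydrolase directed probe; 0% = PME-1 with DMSO and 100% = wells lacking PME-1 enzyme; inhibitors block probe labeling so polarization falls and inhibition rises; many of its hits are not listed in these tables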
# PREPL inhibitor: PREPL enzyme inhibitors, primary screen, biochemical, fluorescence polarization | Prolyl endopeptidase-like (Homo sapiens), Q4J6C6 | recombinant PREPL, fluorescence polarization activity-based probe | inhibition, % at 5.96 µM | 0.68% of 320,000 active; in the data active = inhibition above about 43%;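 also: 0% = enzyme with DMSO and 100% = wells lacking enzyme; many of its hits are not listed in these tables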
# * hit, by the source's call; · = no result given.
# Each structure is followed by: PAFAH1B2 FP inh	PME-1 inh	PAFAH1B3 FP inh	pPAFAH inh	PREPL inhibitor	GSTO1 counter	LYPLA1 inh	LYPLA2 inh	PAD4 inh
COc1ccc(CNC(=O)c2ccc(CNc3c(NC4CCCCC4)c(=O)c3=O)cc2)cc1
  6	-21	-12	0	-3	-6	-7	-27	-7
COc1ccc(S(=O)(=O)N2c3ccccc3OCC2C)cc1 (stereo unspecified)
  ·	-3	·	4	-2	-5	-3	2	1
CCn1c(COc2cccc3cccnc23)nnc1SC(F)F
  5	-4	4	3	7	-7	-4	-3	0
CCCCNc1c(-c2ccc(SC3CCCCC3)c(OC)c2)nc2ccc(Cl)cn12
  -4	1	4	10	1	-1	-2	-1	-3
Cc1cccc(NC(=O)CSCC(=O)Nc2cc(Cl)ccc2N2CCOCC2)c1
  11	12	-8	4	14	-6	-1	-4	-4
O=C(C1CCC(Cn2c(=S)[nH]c3ccccc3c2=O)CC1)N1CCN(c2ccccc2)CC1 (stereo unspecified)
  0	-11	5	0	-40	-13	36*	53*	-1
CCOC1=C/C(=C/c2c(N)n3nc(CC(=O)N4CCCC4)sc3nc2=O)C=CC1=O
  15	-3	6	14	19	1	-2	-4	2
CCOC(=O)c1c(NC(=O)CN2CCN(c3ccc(Cl)cc3)CC2)sc(C)c1C
  3	-1	-1	7	21	10	2	1	-2
COc1ccc(CC(=O)NNc2ncnc3c2cnn3-c2ccc(C)cc2)cc1OC
  -2	7	8	4	4	-7	-5	1	-1
COc1c(C)cc(C(=O)C2CCCN(C(=O)c3snnc3C)C2)cc1C (stereo unspecified)
  2	3	-3	3	-7	-1	-2	-2	2
COC(=O)c1ccc(CSCc2ccc(C(=O)OC)o2)o1
  -3	-4	-2	-3	12	6	0	-3	-2
O=C(Nc1cccc(S(=O)(=O)N2CCOCC2)c1)c1cnn2c(C(F)F)cc(-c3ccccc3)nc12
  0	-3	6	-4	18	7	0	21	2
Nc1cccnc1S(=O)(=O)c1cccc(C(F)(F)F)c1
  2	-2	9	4	5	2	0	-4	-4
CS(=O)(=O)N(CC(=O)NC1CC2CCC1C2)c1cccc(C(F)(F)F)c1 (stereo unspecified)
  9	-7	10	1	-8	7	0	0	2
O=C(Cc1ccc(F)cc1)N[C@@H]1c2ccccc2CC[C@@H]1O
  3	·	2	5	·	·	·	·	5
Cc1nc2ccc(S(=O)(=O)Nc3cccc(-c4nc5cccnc5s4)c3C)cc2s1
  0	-8	-1	13	-65	-7	-3	-2	-5
COc1ccc(N(CC(=O)N2CCN(c3cccc(C)c3)C(C)C2)S(=O)(=O)c2c(C)n[nH]c2C)cc1 (stereo unspecified)
  0	-2	3	3	9	2	0	-3	-3
COC(=O)c1ccc(C(=O)Nc2ccc(C(C)C)cc2N)cc1
  -5	-5	8	0	-2	4	1	-6	-4
COc1ccc2oc(C(=O)OCC(=O)N3CCN(C(C)=O)CC3)c(C)c2c1
  -1	1	3	4	-7	11	-2	-1	-1
COc1cccc(C2C3(C#N)C(N)=NC(OC)(OC)C23C#N)c1 (stereo unspecified)
  -1	-4	-1	1	-4	2	2	-1	0
Cc1ccc(N=Nc2c(N)nn3c(N)c(C#N)c(C)nc23)cc1
  5	0	1	6	18	-1	1	-2	1
Cc1ccc(N2CCN(S(=O)(=O)c3cccs3)CC2C)cc1 (stereo unspecified)
  4	0	1	-4	-16	5	3	-1	-2
CSc1ccccc1NC(=O)COC(=O)Cc1cccs1
  6	-2	6	16	0	0	-4	-9	0
CC1=C(OC(=O)c2ccc(Br)cc2)C(C)(C)C(c2ccccc2)OC1=O (stereo unspecified)
  1	0	9	3	5	0	-1	0	0
Cc1ccc(S(=O)(=O)Nc2cccnc2)cc1C
  0	8	4	-2	9	3	2	2	-2
CCN(CC)C(=O)CC(c1ccc(N(C)C)cc1)c1c(OC)cc(OC)c2ccc(=O)oc12 (stereo unspecified)
  -1	0	-3	3	-1	5	4	-5	-5
Clc1ccc(-c2nc3ncccn3c2Nc2ccc3c(c2)OCO3)cc1
  3	2	12	6	6	3	-3	3	1
CN(C)S(=O)(=O)c1ccc(/C(O)=C2/C(=O)C(=O)N(Cc3cccnc3)C2c2ccco2)cc1 (stereo unspecified)
  4	-5	8	6	6	14	-2	-6	-5
CCCCC(=O)Nc1ccccc1N1CCOCC1
  -2	-5	1	2	3	-3	-1	6	-4
Clc1ccc(CN2C3=NCCCN3c3ccccc32)cc1Cl
  8	4	10	1	14	-1	1	4	-5
CCOC(=O)c1cc(-c2ccccc2C)nn1Cc1cc(C)no1
  -3	5	11	14	-21	-1	-1	1	-1
O=C(CCCn1c(=O)[nH]c2ccsc2c1=O)N1CCCCC1
  6	2	2	3	-3	10	3	2	-6
COc1cccc(C(=O)NCCN2CCN(c3ccc(Cl)cc3)CC2)c1
  0	1	6	1	4	6	-1	0	4
CCC1CCCCN1c1ccc([N+](=O)[O-])cc1/C=N/NC(=O)Cn1c2ccccc2c(=O)c2ccccc21 (stereo unspecified)
  -1	-1	-4	-1	5	1	-2	0	0
COC(=O)C(CCSC)NC(=O)c1cc2c(n(-c3ccc(C)cc3)c1=O)CCCC2=O (stereo unspecified)
  -1	2	5	3	0	-2	-4	3	2
CC(C)NC(=O)CSc1ccccc1C(=O)NNC(=O)Cn1ccc(C(F)(F)F)n1
  6	-4	3	0	8	0	2	0	-1
Cc1cc(C(=O)COC(=O)Cc2n[nH]c(=O)c3ccccc23)c(C)n1-c1ccc2c(c1)OCO2
  3	-2	6	5	-1	-8	0	-2	-2
COc1ccc(C(=O)NCC(=O)NCc2cc(=O)n(C)c(=O)n2C)cc1
  -2	-3	5	-2	6	1	-2	-2	0
CCOC(=O)c1nnc(-c2ccccc2)nc1NCc1ccc(Cl)cc1
  11	0	4	-3	2	0	-6	-2	-5
CC(OC(=O)C1=COCCO1)C(=O)Nc1cc(S(=O)(=O)N2CCCCC2)ccc1Cl (stereo unspecified)
  6	-5	5	4	-3	-10	-1	-3	1
CS(=O)c1ccc(-n2c(=O)n(Cc3ccccc3)c(=O)c3[nH]cnc32)cc1 (stereo unspecified)
  5	-1	1	0	0	-1	-1	2	-2
COc1ccc(-n2nc([N+](=O)[O-])c(=NCCc3ccc(OC)c(OC)c3)n2O)cc1
  5	7	0	6	2	-1	4	0	0
Cc1ccccc1Nc1c(F)c(F)c(F)c(F)c1C(=O)O
  2	0	8	3	-2	-2	-2	-18	-5
CCOC(=O)c1ccc2c(c1)[n+](CC)c(C)n2-c1ccccc1
  -2	1	-4	9	7	1	0	4	-6
CC1Cc2ccccc2N1Cc1cc(=O)n2ccsc2n1 (stereo unspecified)
  -2	-1	3	0	4	5	1	-8	-1
Cc1cc(Cl)c2oc(C(=O)N3CCN(C4CCS(=O)(=O)C4)CC3)c(C)c2c1 (stereo unspecified)
  -2	5	2	0	1	5	3	-2	2
CCCCn1nnnc1NCc1cccc(OC)c1OC
  7	3	-1	7	4	1	1	4	-6
Cc1cc(CN(C)C(=O)CC2C(=O)NCCN2CC(c2ccccc2)c2ccccc2)on1 (stereo unspecified)
  6	-3	8	-1	1	8	-1	-3	1
O=C(NCc1cccc(C(F)(F)F)c1)c1ccc[nH]1
  -1	-4	11	0	-6	-4	2	-13	-2
COc1ccc2oc(=O)c(C(=O)N3CCN(C(=O)c4ccco4)CC3)cc2c1
  -4	0	3	1	10	-2	2	0	-6
Cc1ccc(NC(=S)N(CCCN2CCCC2)Cc2cccn2Cc2ccc(Cl)cc2)cc1C
  8	-8	1	-7	-5	-4	2	2	0
COc1ccc(Cl)cc1NC(=O)Nc1cnccn1
  -1	2	-12	6	-6	-3	-6	-2	1
C[C@H](CO)N1C[C@H](C)[C@@H](CN(C)S(=O)(=O)c2ccc(F)cc2)Oc2c(NC(=O)Cc3ccccc3)cccc2C1=O
  9	·	5	3	44*	·	·	·	-1
CC(C)[C@H](NC(=O)c1ccc(F)cc1)C(=O)N(C)Cc1cccs1
  6	3	-1	-5	11	·	-2	-1	-2
O=C(CCn1c(=O)oc2ccc(Cl)cc21)NCCCN1CCOCC1
  1	-1	12	4	8	10	-1	1	5
CN1CCN(C(=O)/C=C/c2ccc(C#N)cc2)CC1
  1	3	3	5	2	2	-1	6	3
Cc1cc(C(=O)COC(=O)c2cccc(NS(C)(=O)=O)c2)c(C)n1CC1CCCO1 (stereo unspecified)
  2	·	7	1	-5	·	·	·	0
N#Cc1ccc(OCc2nnc(SCC(=O)N3CCCc4ccccc43)n2-c2ccccc2)cc1
  -4	-1	2	6	-3	2	-2	4	0
N#Cc1ccc(-c2cn(-c3ccccc3)c3[n+]2CCCS3)cc1
  3	0	-4	-3	2	-2	-3	-2	-8
O=C(CSc1nc2ccccc2c(=O)[nH]1)Nc1ccc(Br)cc1
  3	-1	-3	-2	17	-4	-3	0	-4

# Going on with the list:
# Each structure is followed by: PAFAH1B2 FP inh	PME-1 inh	PAFAH1B3 FP inh	pPAFAH inh	PREPL inhibitor	GSTO1 counter	LYPLA1 inh	LYPLA2 inh	PAD4 inh
CC(=O)c1sc(Nc2nc3ccc(F)cc3s2)nc1C
  9	16	10	11	9	2	8	3	-9
CC(C)(O)c1cc2ccccc2c(=O)o1
  10	·	-7	-1	11	·	·	·	1
CC(=O)N1CCCc2cc(S(=O)(=O)N3CCCC(C(=O)NCc4ccc(Cl)cc4)C3)ccc21 (stereo unspecified)
  12	-1	0	5	17	-2	-3	4	-4
CCN1CCN(c2nc3c(C)cccn3c(=O)c2/C=C(\C#N)S(=O)(=O)c2ccccc2)CC1
  4	-4	6	2	7	5	1	0	1
O=C1CC(N2CCN(Cc3ccccc3)CC2)C(=O)N1c1ccc2c(c1)OCCO2 (stereo unspecified)
  5	-4	4	2	3	4	-4	4	2
COC(=O)CNC(=S)NC(=O)c1ccc(C(C)(C)C)cc1
  6	5	12	1	-11	6	-4	-6	-4
C=CCn1c(N)c(C(=O)NCC2CCCO2)sc1=S (stereo unspecified)
  0	3	8	3	4	-3	-4	0	0
CC1(C)Cc2ccccc2-c2nnc(SCC(=O)N3CCN(c4ccccc4)CC3)n21
  0	1	-7	8	5	-2	2	5	-1
CCOc1cc(C)c(C(C)C)cc1S(=O)(=O)N1CCN(C)CC1
  4	0	13	11	-4	-1	-3	-4	3
CC(=O)c1c(NC(=O)C(C)C)nc(C)nc1-c1ccccc1
  2	-4	6	1	-7	5	2	1	-3
CC(C)(C)NC(=O)CSc1nc2ccc(NC(=O)CSc3nnnn3Cc3ccccc3)cc2s1
  -14	-16	-5	-7	-17	-23	-33	-31	-6
O=C(O)Cn1c(SC2CCCCC2)nc2ccccc21
  12	-1	2	1	-4	-8	-1	-5	4
O=C1C=CN(C(=O)Oc2ccccc2)CC1
  0	3	-3	-1	-1	5	5	3	4

# Not all compounds are listed; count on the stated rates, not on these rows.
